# Compound activity from PubChem BioAssay.
# mIAP inh – inhibitors of mouse IAP, primary screen, biochemical, luminescence, uHTS; purified mouse IAP, CDP-Star luminescence, 30 min; inhibition, % at 10 µM; 0.2% of 330,000 active;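 active = inhibition of at least 40% at 10 µM in the primary screen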;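 note: plate controls were DMSO with enzyme for no effect and no enzyme wells for full effect; values of inactives mirror those of a sister screen read the other way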
# GRIN3A LBD mod – binders of NR3A ligand-binding domain, primary screen, biophysical, differential scanning fluorimetry, uHTS | NR3A LBD differential scanning fluorimetry, Tm shift; 0% = protein alone, 100% = glycine-bound protein | Tm shift relative to glycine control, % at 25 µM | 2.5% of 340,000 active | AID 1259313, 2017;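 active = melting temperature shift of at least 10% of the positive control shift, at one fixed dose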
# APOBEC3A inh – APOBEC3A ssDNA deaminase inhibitors, primary screen, selectivity assay for APOBEC3G inhibitor project, biochemical, FAM/TAMRA oligo cleavage fluorescence; AID 493011, 2011; recombinant A3A, FAM/TAMRA ssDNA deamination fluorescence; DNA dC->dU-editing enzyme APOBEC-3A (Homo sapiens), P31941; 0.41% of 330,000 active; inhibition, % at 20 µM;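 active = at least 40% inhibition at 20 µM here, with at most 30% in a related deaminase screen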;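 note: plate controls were A3A with DMSO for no effect and wells lacking A3A enzyme for full effect; some results filed as inactive read as strong as hits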
# hIAP activ – human IAP activators, primary screen, biochemical, luminescence, uHTS; Intestinal-type alkaline phosphatase (Homo sapiens), P09923; purified human IAP, CDP-Star luminescence, 30 min; stronger effect = higher value; 1 = vehicle-only enzyme, 0 = enzyme-free background; activation factor at 10 µM; 0.16% of 330,000 active; AID 2524, 2010;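 active = activation factor of the enzyme at least 2-fold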; note: the source names both 10 and 20 µM as test concentration; values of inactives mirror those of a sister screen read the other way
# Target sequence (P09923 whole entry, looked up): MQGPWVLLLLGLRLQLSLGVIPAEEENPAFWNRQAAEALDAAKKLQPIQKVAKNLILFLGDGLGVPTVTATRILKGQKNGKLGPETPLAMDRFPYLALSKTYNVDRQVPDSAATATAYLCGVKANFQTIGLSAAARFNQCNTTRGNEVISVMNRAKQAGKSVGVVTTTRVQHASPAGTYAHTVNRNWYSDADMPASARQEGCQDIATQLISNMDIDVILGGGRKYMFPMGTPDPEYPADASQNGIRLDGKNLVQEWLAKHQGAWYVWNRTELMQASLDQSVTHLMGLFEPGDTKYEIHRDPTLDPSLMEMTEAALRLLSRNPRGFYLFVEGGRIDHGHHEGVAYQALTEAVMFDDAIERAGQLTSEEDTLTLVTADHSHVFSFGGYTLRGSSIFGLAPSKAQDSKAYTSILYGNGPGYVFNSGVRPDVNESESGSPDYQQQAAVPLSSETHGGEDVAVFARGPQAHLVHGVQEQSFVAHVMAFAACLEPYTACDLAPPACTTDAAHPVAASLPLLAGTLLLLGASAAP
# MPTP inh – mitochondrial permeability transition pore inhibitors, primary screen, biochemical, isolated mouse mitochondria, absorbance. Ca2+ swelling absorbance, 30 min. inhibition, % at 10 µM. 1.4% of 360,000 active. AID 602449, 2012;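 active = inhibition of 50% or more, scaled per plate between neutral and stimulator controls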;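 note: 0% = DMSO wells given calcium and 100% = 1 mM EGTA wells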
# hIAP block – human IAP inhibitors, primary screen, biochemical, luminescence, uHTS. Intestinal-type alkaline phosphatase (Homo sapiens), P09923. purified IAP, CDP-Star luminescence, 30 min. inhibition, % at 10 µM. 0.12% of 330,000 active. AID 2544, 2010;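 active = inhibition reaching a set limit with compound at 10 µM in the primary screen, cut at about 35% in these data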;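 note: plate controls were DMSO wells with enzyme for no effect and no-enzyme buffer wells for full effect; values of inactives mirror those of a sister screen read the other way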
# beta cell repl – inducers of MIN6 beta-cell proliferation, primary screen, ATP luminescence, uHTS; proliferation, % at 10 µM; 0.29% of 330,000 active; AID 2380, 2010; MIN6 cells proliferation, ATPlite luminescence, 48 h; cells starved in 0.2% serum; 100% = growth in 10% serum;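 active = compounds whose signal lies at least 3.5 SD above the mean of all wells on their plate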;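 note: 0% = DMSO-treated cells in low-serum medium and 100% = 10% serum control; some compounds called inactive have numbers as strong as hits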
# A3G deaminase – APOBEC3G DNA deaminase inhibitors, primary screen, biochemical, fluorescence, single-stranded DNA substrate, uHTS | recombinant A3G, ssDNA deamination FAM/TAMRA fluorescence | inhibition, % at 20 µM | AID 493012, 2011 | 0.28% of 330,000 active;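 active = inhibition of at least 40% at 20 µM, with no more than 30% in the related APOBEC3A deaminase screen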;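 note: plate controls were DMSO wells with A3G for no effect and wells lacking A3G enzyme for full effect; some compounds called inactive have numbers as strong as hits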
# Target sequence (Q9HC16 whole entry, looked up): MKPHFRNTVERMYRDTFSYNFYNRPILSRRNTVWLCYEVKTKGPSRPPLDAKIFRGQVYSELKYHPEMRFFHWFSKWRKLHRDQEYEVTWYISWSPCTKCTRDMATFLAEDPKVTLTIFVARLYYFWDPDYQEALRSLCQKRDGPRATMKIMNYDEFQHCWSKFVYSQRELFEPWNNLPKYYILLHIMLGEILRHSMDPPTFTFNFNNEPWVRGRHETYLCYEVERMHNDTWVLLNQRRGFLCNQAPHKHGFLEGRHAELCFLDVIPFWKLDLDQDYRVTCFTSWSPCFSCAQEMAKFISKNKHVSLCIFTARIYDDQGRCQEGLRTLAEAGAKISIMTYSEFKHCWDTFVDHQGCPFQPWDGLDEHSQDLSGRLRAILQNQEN
# mIAP act – activators of mouse IAP, primary screen, biochemical, luminescence, uHTS. intestinal alkaline phosphatase [Mus musculus]. 0.24% of 330,000 active. muIAP, CDP-Star luminescence, 30 min; stronger effect = higher value; 1 = vehicle-only enzyme signal, 0 = enzyme-free wells. AID 2805, 2010. activation factor at 10 µM;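 active = activation factor of at least 2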; note: the source names both 10 and 20 µM as test concentration; values of inactives mirror those of a sister screen read the other way
#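 System: mouse IAP enzyme. Reagent: CDP-Star chemiluminescent phosphatase substrate. Benchmarks: DMSO wells, no-enzyme wells. Times: 30 min enzyme-substrate-compound incubation at room temperature. Detection: luminescence from enzymatic CDP-Star hydrolysis. Doses: test compounds delivered from DMSO solution.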
# * = called active by the depositor; / = no result given.
SMILES,mIAP inh,GRIN3A LBD mod,APOBEC3A inh,hIAP activ,MPTP inh,hIAP block,beta cell repl,A3G deaminase,mIAP act
C=C1CCN([C@@H](CC(C)C)C(=O)NCc2ccccc2)S(=O)(=O)c2ccccc21,-10.2,-2.4,1.1,0.864,0.3,13.6,-2.6,-9.9,1.1
COc1cc(/C=C2/NC(=O)N(CC(=O)Nc3cccc(C)c3)C2=O)ccc1OCC(N)=O,2.8,-1.9,1.8,0.925,-1.1,7.4,-1.0,-4.6,0.972
CN(c1ccccc1)S(=O)(=O)c1cccc(NC(=O)COc2cccc([N+](=O)[O-])c2)c1,5.4,-4.8,1.2,0.913,-0.4,8.7,-6.5,-5.0,0.946
Cc1cc(C)n(-c2ncc3c(n2)N(CCO)CCOC3=O)n1,-10.7,1.5,-0.7,0.96,1.6,4.0,-0.6,-7.1,1.11
O=C(Cc1nc2ccccc2[nH]1)c1ccc(Br)cc1,-4.7,-1.1,-3.9,1.38,5.2,-38.0,-6.1,-6.0,1.05
CCC(=O)N1CCc2cc(S(=O)(=O)CCC(=O)N3CCN(c4ccccc4F)CC3)ccc21,1.5,3.7,-4.8,1.11,0.5,-10.8,-0.2,-4.6,0.985
Cc1ccc(C)c(S(=O)(=O)N2CCCOC2CNC(=O)C(=O)NCCN2CCOCC2)c1 (centres undefined),-0.6,-1.2,-2.6,1.36,-1.6,-36.2,-3.1,-13.2,1.01
CC(=O)Nc1nc(COc2ccc3ccccc3c2)cs1,-1.7,-1.9,-3.6,1.15,44.2,-14.7,-4.8,-4.1,1.02
COc1ccc(OC)c(C2C(C(=O)c3ccc(C)o3)=C(O)C(=O)N2CCN2CCOCC2)c1 (centres undefined),-1.0,-0.1,-2.2,1.19,-2.2,-19.1,-2.6,-0.1,1.01
O=C(CSc1nnc(Cn2c(=O)sc3ccccc32)n1-c1ccccc1)Nc1nccs1,12.1,-2.2,-5.5,1,-0.9,-0.5,-1.1,-8.4,0.879
O=C(O)CSc1nnc(-c2ccncc2)n1-c1ccc(Cl)cc1,-2.8,-0.6,-1.0,0.686,-0.7,31.4,1.1,-5.8,1.03
COC(=O)C1CCCCN1C(=O)c1ccc2oc(C(C)C)nc2c1 (centres undefined),0.1,0.1,-3.5,1.25,0.9,-24.8,5.0,-4.6,0.999
COc1ccccc1-c1c(NC(=O)c2ccco2)n(-c2ccccc2)nc(C)c1=O,4.5,/,-2.0,0.948,/,5.2,-2.3,-5.8,0.955
COC(=O)COc1cccc(/C=N/NC(=O)CCSc2ccccc2)c1,1.3,-1.0,-0.9,1.05,0.1,-5.3,-5.5,-6.1,0.987
Cn1nnnc1SCCNC(=O)C1CCC(=O)N(CCc2cccc(F)c2)C1 (centres undefined),-7.5,0.2,0.9,1.02,-0.4,-2.1,1.0,6.7,1.07
Cc1ccc(NS(=O)(=O)c2ccc3c(c2)n(C)c(=O)n3C)cc1C,-3.5,2.1,0.4,1.06,9.9,-5.6,0.4,2.3,1.03
C=CCN1C(=O)C(Cc2ccc(OCC)cc2)SC1=Nc1ccc(C(=O)O)cc1 (centres undefined),3.3,-2.4,-1.5,1.2,0.1,-19.9,-1.6,-4.6,0.967
O=C(Nc1ccc(N=Nc2ccccc2)cc1)c1ccc(Cl)cc1Cl,5.2,-0.1,0.5,1.14,24.5,-14.2,1.5,-4.3,0.948
CC(C)N1CCN(Cc2cccc(-c3ccco3)c2)CC1CCO (centres undefined),6.4,0.7,-0.1,1,-2.5,-0.3,-1.4,0.7,0.936
CCC(=O)N(Cc1ccco1)c1nc(C(=O)Nc2ccc(Cl)cc2)c(C)s1,5.5,-1.7,-1.6,0.916,5.8,8.4,-5.9,-0.2,0.945
C#CCOCCOCCOCCNc1nc(N2CCN(C(=O)CCCCCCCCCCNC(=O)[C@H](CCCCN)n3cc(CCO)nn3)CC2)nc(N2CCN(C(=O)CCCCCCCCCCNC(=O)[C@H](CCCN=C(N)N)n3cc(C[C@@H](C)CC)nn3)CC2)n1,-161.9,26.0*,-2.4,0.883,-12.5,11.7,-7.8,-5.5,2.62*
Cc1cccc(-n2c(SCC(N)=O)nnc2-c2ccco2)c1,-0.7,-2.2,-6.5,1.03,0.3,-2.8,-1.0,-7.0,1.01
CCN(C(=O)COC(=O)c1n[nH]c2ccccc12)C1CCS(=O)(=O)C1 (centres undefined),0.2,-6.1,2.2,1.15,-0.5,-15.4,4.8,-5.4,0.998
CN(C)C(CNC(=O)c1ccc(S(=O)(=O)N(C)C)cc1)Cc1ccccc1 (centres undefined),8.8,-0.4,1.0,0.971,0.8,2.9,1.0,-2.8,0.912
CCOC(=O)c1nn(-c2ccc(F)cc2)c2c1CC/C2=C/c1ccccc1,7.1,0.2,-1.1,0.794,-0.1,20.6,2.5,-4.4,0.929
Clc1ccccc1CSc1cc2c(nn1)-c1ccccc1CC2,1.3,8.2,0.5,1.3,3.0,-30.0,-2.3,0.9,0.987
CCOc1ccc(N2CC(C(=O)Nc3nnc(Cc4ccc(OC)cc4)s3)CC2=O)cc1 (centres undefined),1.6,-1.3,2.1,0.992,0.9,0.8,0.0,-0.3,0.984
CC1(C(=O)NCc2ccc(Cl)c(Cl)c2)Oc2ccccc2NC1=O (centres undefined),-18.4,0.0,0.4,1.08,0.9,-8.2,-1.0,0.3,1.18
O=C(COC(=O)c1ccccc1OCc1ccc(F)cc1)NCC1CCCO1 (centres undefined),-8.5,1.2,-4.4,1.09,-0.8,-9.2,-5.1,-1.0,1.08
NC(=O)C1CCN(c2nc3c(S(=O)(=O)c4ccccc4)nnn3c3ccccc23)CC1,16.2,6.6,-8.4,1.37,-1.5,-36.9,-3.8,-8.2,0.838
CC(C)(C)c1ccc(C(=O)N2CCNCC2)cc1,-3.2,-1.7,-3.5,1.18,-1.3,-18.2,-0.9,-5.6,1.03
Cc1ccc(C)c(NC(=O)Cc2coc3cc4c(cc23)CCC4)c1,-7.1,-6.2,4.4,0.994,1.1,0.6,-5.3,-1.1,1.07
CC1=NCCN1CCNC(=O)Nc1cc(C)cc(C)c1,1.5,2.9,-4.3,0.876,-0.2,12.4,-2.7,-11.6,0.985
CC1CCN(c2nc(NCc3ccco3)nc(N)c2[N+](=O)[O-])CC1,8.4,-2.2,0.2,0.834,0.1,16.6,0.0,2.9,0.916
O=C(NCc1ccco1)c1ccccc1F,8.9,2.3,6.1,0.887,-1.3,11.3,2.0,0.5,0.911
COc1ccccc1N1CCN(C(c2cc3cc(C)ccc3[nH]c2=O)c2nnnn2C2CCCC2)CC1 (centres undefined),18.6,0.2,-1.5,1.02,1.3,-1.8,-3.1,-6.4,0.814
COc1cc(C)ccc1NC(=O)Cc1csc(NC(=O)Nc2ccccc2OC)n1,-23.6,4.4,-2.8,1.05,-0.1,-5.4,-5.2,-4.9,1.24
OC(CN1CCN(Cc2ccc3c(c2)OCO3)CC1)c1c[nH]c2ccccc12 (centres undefined),8.8,1.4,-1.1,0.844,0.8,15.6,-2.5,-1.4,0.912
COCCNC(=O)c1ccc(CSc2nc3ccccc3s2)cc1,-3.3,0.1,-4.0,1.08,0.0,-8.4,-1.8,-6.9,1.03
O=C1N[C@@H](Cc2ccccc2)COC(=O)[C@H](Cc2ccc(F)cc2)CC/C=C/C[C@@H]1CC(=O)N(CCO)Cc1ccccc1,0.5,-3.0,2.9,1.01,-0.4,-1.1,-5.7,-1.4,0.995
COc1ccc(N2CCN(C(=O)c3cccn4c(=O)c5ccccc5nc34)CC2)cc1,-5.1,-0.9,1.9,1.01,0.0,-1.2,2.8,-2.2,1.05
CC(C)NC(=O)C1CCN(C2CCN(Cc3nc(C(C)C)cs3)CC2)CC1,-4.7,-1.0,1.7,1.05,0.8,-5.3,2.2,-6.8,1.05
O=[N+]([O-])c1cc([N+](=O)[O-])c(Oc2c(Cl)cccc2Cl)cc1NN1CCCCC1,17.1,-7.4,-1.2,0.869,0.2,13.1,-5.0,-5.0,0.829
COc1cc(/C=N/NC(=O)c2ccc3c(c2)OCO3)ccc1O,2.2,-11.7,-1.5,1.02,2.7,-1.7,0.9,-4.5,0.978
Cn1cccc1CC(=O)N/N=C/c1cccc([N+](=O)[O-])c1,9.5,-1.9,-5.5,0.802,1.7,19.8,-0.7,-8.1,0.905
COc1ccc(NC(=O)CSc2nc(O)cc(=O)n2C)cc1,4.8,-0.7,-4.6,1.09,-3.7,-8.9,4.3,-8.0,0.952
COc1ccc([N+](=O)[O-])cc1NCc1ccco1,1.4,1.7,3.6,0.912,1.4,8.8,-1.3,2.2,0.986
CCN(CC)S(=O)(=O)c1cccc(C(=O)N[C@H](C(=O)OCC(N)=O)C(C)C)c1,-3.8,-1.2,-0.9,1.01,-0.9,-1.3,-2.8,-6.6,1.04
O=C(Nc1cccnc1)c1sc(Nc2ccccc2F)nc1-c1ccccc1,7.4,-32.7,1.4,0.999,-1.6,0.1,-0.3,-7.9,0.926
COCCn1nnnc1C(c1cc2ccc(OC)cc2[nH]c1=O)N1CCN(C2CCCCC2)CC1 (centres undefined),7.5,1.5,4.1,1.05,-0.6,-5.1,-0.7,-1.1,0.925
C=CCC(=O)OCCCCCCOc1ccc(C(=O)O)cc1,-4.8,1.2,-1.3,1.13,-0.1,-12.8,-2.5,-2.8,1.05
CSc1nnnn1-c1c(C)cccc1C,-9.3,-1.4,-1.3,1.04,-0.2,-4.4,0.2,-4.1,1.09
COC(=O)c1ccc(CSc2ccc3nnc(-c4ccc(OC)cc4)n3n2)o1,13.6,/,-4.4,1.1,/,-9.8,-1.0,1.5,0.864
Brc1ccc2nc(N3CCCC3)sc2c1,-4.6,-0.6,-0.9,1.06,-2.0,-6.0,0.9,-6.9,1.05
CCN(CC)CCCNC(=O)CSc1nc2c(c(C(F)(F)F)n1)CCc1ccccc1-2,-0.5,-1.0,-3.1,0.951,-3.6,4.9,-3.7,-8.5,1
CCC1CCCCN1CCCNC(=O)c1ccc2c(c1)NC(=O)CS2 (centres undefined),2.8,-3.2,-3.3,1.26,2.2,-26.3,0.3,-3.1,0.972

# Filtered by structure: those above with bromine
SMILES,mIAP inh,GRIN3A LBD mod,APOBEC3A inh,hIAP activ,MPTP inh,hIAP block,beta cell repl,A3G deaminase,mIAP act
O=C(Cc1nc2ccccc2[nH]1)c1ccc(Br)cc1,-4.7,-1.1,-3.9,1.38,5.2,-38.0,-6.1,-6.0,1.05
Brc1ccc2nc(N3CCCC3)sc2c1,-4.6,-0.6,-0.9,1.06,-2.0,-6.0,0.9,-6.9,1.05
